From PubChem BioAssay
IMP-1 inhibitor: inhibitors of Pseudomonas aeruginosa IMP-1 metallo-beta-lactamase; purified IMP-1, nitrocefin hydrolysis, epi-absorbance fluorescence; inhibition, % at 5.6 µM; actives 0.45% (n = 290,000);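 active means inhibition above the mean plus 3 SD of all compounds in the same screening run, cut at about 4.5% in these data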;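 further: 0% = IMP-1 with DMSO and 100% = DMSO wells lacking enzyme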
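System: purified recombinant IMP-1 beta-lactamase. Medium: Zinc- and detergent-supplemented HEPES buffer, pH 7.1. Compound: one 5.6 µM dose […]. Schedule: 15 min preincubation plus 25 min reaction at 25 °C. Technique: Epi-absorbance fluorescence, 480 nm excitation, 530 nm emission.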
V1aR counter: activates human V1a receptor in oxytocin agonist counter-screen | P37288 | CHO-V1R cells, Fluo-8 calcium fluorescence, agonist mode; 0% DMSO, 100% 3 nM vasopressin | actives 0.25% (n = 320,000) | activation, % at 3 µM;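 active means activation above the mean activation of all tested compounds plus 3 SD, per screening run, cut at about 20% in these data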;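 further: signal is peak over basal fluorescence ratio across a 100 second FLIPR read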
PHOSPHO1 block: PHOSPHO1 (human) inhibition | Q8TCT1 | recombinant PHOSPHO1, absorbance phosphatase assay | inhibition, % at 13.3 µM | actives 1.1% (n = 290,000) | AID 1565; in the data active means inhibition above about 60%
Target sequence (Q8TCT1 whole entry, looked up): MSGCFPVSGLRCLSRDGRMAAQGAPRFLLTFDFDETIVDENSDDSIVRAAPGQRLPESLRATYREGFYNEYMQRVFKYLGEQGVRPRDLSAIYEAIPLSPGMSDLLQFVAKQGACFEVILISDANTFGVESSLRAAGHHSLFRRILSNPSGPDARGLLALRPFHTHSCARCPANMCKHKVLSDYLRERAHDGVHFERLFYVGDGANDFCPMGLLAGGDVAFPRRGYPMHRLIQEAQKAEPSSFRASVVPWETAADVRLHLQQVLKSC
DNA FID counter: displaces DNA intercalator in HCV helicase counter-screen | DNA fluorescent intercalator displacement, fluorescence | inhibition, % at 7.9 µM | actives 0.17% (n = 290,000); in the data active means inhibition above about 37%;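 further: 0% = vehicle and 100% = reference compound; higher means more ethidium bromide displaced from hairpin DNA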
NS3 helicase inh: HCV NS3 helicase inhibition | NS3 helicase DNA unwinding, Cy5 molecular beacon fluorescence | inhibition, % at 10.9 µM | actives 0.56% (n = 290,000) | AID 1800;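 active means inhibition above the mean of all tested compounds plus 3 SD, set per campaign, cut at about 35% in these data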;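 further: 0% = DMSO wells and 100% = thioflavine S control wells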
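Assay system: hepatitis C virus NS3 helicase domain fragment enzyme. Also added: annealed dual-labelled DNA beacon duplex, ATP-started. Timing: 1 h reaction at 25 °C, ATP-initiated. Technique: Cy5 fluorescence at 0 and 60 min, beacon hairpin quenching. Evaluation: % inhibition of unwinding. Replication: one well per compound.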
GPR7 antagonist: antagonists of human GPR7 (neuropeptides B/W receptor 1); P48145; GPR7-expressing cells, fluorescence antagonist assay; inhibition, % at 4.4 µM; actives 1.1% (n = 290,000); AID 1861; in the data active means inhibition above about 16%, passing the limit was not always enough;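 further: cells stimulated with the agonist NPW; 0% = agonist with vehicle and 100% = vehicle without agonist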
Target sequence (P48145 whole entry, looked up): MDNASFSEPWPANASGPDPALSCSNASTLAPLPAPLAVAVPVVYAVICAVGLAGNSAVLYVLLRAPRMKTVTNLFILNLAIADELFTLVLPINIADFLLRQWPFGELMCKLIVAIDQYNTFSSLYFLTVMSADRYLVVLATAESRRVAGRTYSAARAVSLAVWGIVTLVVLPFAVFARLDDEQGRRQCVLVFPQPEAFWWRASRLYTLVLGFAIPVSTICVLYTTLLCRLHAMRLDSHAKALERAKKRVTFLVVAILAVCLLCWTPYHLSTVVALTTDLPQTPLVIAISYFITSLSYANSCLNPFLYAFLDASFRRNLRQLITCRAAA
OXTR agonist: human OXTR agonism; P30559; CHO-OTR cells, Fluo-8 calcium fluorescence; normalized: DMSO 0%, oxytocin 100%; activation, % at 3 µM; actives 0.32% (n = 320,000); AID 2435;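 active means activation above the mean of all tested compounds plus 3 SD, cutoff set per screening run, cut at about 20% in these data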;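 further: peak over basal fluorescence ratio from a 100 s FLIPR kinetic read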
GalR3 antag: human GalR3 antagonism; AID 651719; HEK293 GalR3-CNG cAMP membrane potential fluorescence; galR3 body fused to GalR1 C-terminus; inhibition, % at 3 µM; actives 0.44% (n = 360,000);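 active means inhibition above the screen-wide average plus 3 SD, cut at about 13% in these data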;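 further: forskolin and galanin both at EC90 stimulate the cells; cAMP rise reported by CNG channel membrane potential dye signal; 0% = forskolin plus galanin with DMSO and 100% = forskolin alone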
Target sequence (O60755 1-299 limits assumed): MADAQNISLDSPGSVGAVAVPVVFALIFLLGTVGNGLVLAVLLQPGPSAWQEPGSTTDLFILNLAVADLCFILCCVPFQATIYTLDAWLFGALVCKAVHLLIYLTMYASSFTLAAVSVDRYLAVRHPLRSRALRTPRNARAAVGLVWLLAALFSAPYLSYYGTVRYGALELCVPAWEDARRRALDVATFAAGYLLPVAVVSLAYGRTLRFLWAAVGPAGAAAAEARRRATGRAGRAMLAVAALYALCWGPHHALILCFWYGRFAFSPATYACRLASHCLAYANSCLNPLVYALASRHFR
VIM-2 inhibitor: inhibitors of Pseudomonas aeruginosa VIM-2 metallo-beta-lactamase; actives 0.89% (n = 290,000); inhibition, % at 5.6 µM; purified VIM-2, nitrocefin hydrolysis, epi-absorbance fluorescence;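 active means inhibition above the mean of all tested compounds plus 3 SD, cutoff set per screening run, cut at about 7.5% in these data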;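 further: red hydrolysis product quenches plate fluorescence so inhibitors raise well fluorescence; 0% = enzyme with DMSO and 100% = DMSO without enzyme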
* marks the source's active call; other numbers are inactive results; / = no result given. The order is random. About 4.3% of those tested had a hit in this group.

Below each SMILES – IMP-1 inhibitor	V1aR counter	PHOSPHO1 block	DNA FID counter	NS3 helicase inh	GPR7 antagonist	OXTR agonist	GalR3 antag	VIM-2 inhibitor
- COc1ccc(NS(=O)(=O)c2cc(NC(=O)c3ccccc3F)ccc2N2CCCC2)cc1
 : 1.4	-0.8	16	-6	18	13	-0.1	2	-0.2
- O=C(NCCc1ccccn1)c1cc(C(=O)C2CCCCC2)c[nH]1
 : -1.5	-0.7	36	-17	1	-5	-0.7	-5	-0.9
- O=C(CNCc1ccccc1)Nc1ccc(Cl)cc1
 : -1.0	-0.6	29	1	-8	26	-0.1	-12	-4.9
- O=[N+]([O-])c1ccc(Sc2cccc3cccnc23)c([N+](=O)[O-])c1
 : -2.5	-0.3	87*	-3	-2	1	-0.2	-7	-1.5
- CCc1nnc(NC(=O)CN2CCN(Cc3cccc(OC)c3)CC2)s1
 : -3.4	0.8	-1	-5	-9	-7	1.1	-8	-4.6
- COc1ccc(S(=O)(=O)N2CCCC2C(=O)n2nc(C)cc2C)cc1 (stereo unspecified)
 : 1.6	0.4	-7	-4	-3	-2	-1.5	1	0.2
- O=c1[nH]c(C2CCCN(S(=O)(=O)c3ccccc3)C2)nc2c1nnn2Cc1ccccc1 (stereo unspecified)
 : -4.4	-0.2	28	-8	7	-7	-0.7	-3	-2.2
- CN(C)Cc1cc2ccccc2c2c1COC2
 : -3.5	0.6	22	1	-2	-7	1.4	-11	-3.2
- O=C(NCC1CCCN(C(=O)c2cccc(C(F)(F)F)c2)C1)c1ccc(F)cc1 (stereo unspecified)
 : -1.5	1.9	29	-34	-7	-4	1.6	-2	-0.1
- CN(Cc1ccccc1)S(=O)(=O)c1ccc(NS(C)(=O)=O)cc1
 : 0.7	0.8	18	-5	-4	4	0.4	4	1.2
- Cc1ccc(CNS(=O)(=O)c2ccc(CN3C(=O)c4cccnc4C3=O)s2)o1
 : -2.2	0.7	18	-3	-1	-8	0.8	-9	-0.2
- CCOc1cccc(-c2cc(C(=O)Nc3ccon3)c3ccccc3n2)c1
 : -2.4	3.1	4	-25	-17	-13	-0.5	-10	-1.1
- O=C(Nc1ccc2c(c1)OCO2)C1CC(c2ccccc2O)=NO1 (stereo unspecified)
 : -2.4	2.7	40	-11	1	13	3.9	0	-1.7
- CCc1ccc(-c2cn(-c3nc(C)cc(C)n3)c(=N)o2)cc1
 : -0.6	-1.2	2	-20	-3	9	-2.0	-4	1.2
- COc1ccc(C(=O)NCc2ccncc2)cc1OC
 : -1.1	1.1	45	-14	-4	-3	0.7	3	2.0
- Fc1ccc(-c2cc(-c3nnc4n3CCCCC4)c3ccccc3n2)cc1
 : -2.7	0.3	-37	-19	-2	-11	-1.9	-1	-2.6
- O=c1c2ccccc2ncn1-c1ccc(Cl)cc1[N+](=O)[O-]
 : -2.6	-0.1	41	1	0	-7	0.1	-7	-1.6
- N=C1/C(=C\c2ccc(SCc3ccco3)o2)C(=O)N=C2SC=NN12
 : 0.9	9.3	-109	-2	53*	4	5.6	-5	1.1
- CC1(C(=O)OCC(=O)Nc2ccc3ccccc3c2)CC1(Cl)Cl (stereo unspecified)
 : -3.0	-0.3	9	-7	10	1	-1.7	-7	-2.2
- Cc1c(Cl)cccc1NC(=S)NCc1ccc(F)cc1
 : -3.0	6.7	30	-6	0	-7	0.3	-8	-2.6
- COc1ccc(NC(=O)CSc2nc3ccccc3c(=O)n2-c2ccc3c(c2)OCO3)c(OC)c1
 : -3.6	-0.2	0	1	-3	-8	1.2	-4	-4.3
- O=C(O)CNC(=S)N(Cc1ccccc1)Cc1ccccc1F
 : -3.1	-0.5	5	-26	8	-10	-0.5	-5	-3.9
- Cc1nn(-c2ccccc2)c(Cl)c1/C=N/Nc1ccc(Cl)c(C(=O)O)c1
 : -1.7	0.8	-18	-19	15	-6	-0.7	2	-1.2
- Cn1ncc(C#N)c1/N=C/N1CCCCCC1
 : -0.2	0.0	17	0	-1	-11	1.1	-4	-1.3
- Cc1csc(NC(=O)Cc2coc3cc(C)c(C(C)C)cc23)n1
 : 0.1	0.4	41	-4	-11	-11	-0.6	-4	-2.2
- CCCC(=O)Nc1cccc(NC(=O)c2cccc([N+](=O)[O-])c2C)c1
 : -4.0	1.2	3	-2	4	-8	1.4	-2	0.8
- Cc1onc(-c2c(F)cccc2Cl)c1C(=O)Nc1c(C)n(C)n(-c2ccccc2)c1=O
 : -3.1	0.4	11	-5	-1	-12	-0.1	-8	-3.9
- COc1ccc(CCN(Cc2cc3cc(C)ccc3[nH]c2=O)C(C)=O)cc1OC
 : -2.0	-0.7	24	-24	6	-7	-1.7	-5	-0.3
- Cn1ncc(N=Cc2c(O)ccc3ccccc23)c1C(=O)Nc1cccc(Cl)c1
 : -1.3	-0.3	16	-3	-4	-11	0.2	4	-1.9
- O=C(Nc1cccc(F)c1)C1CCCN(S(=O)(=O)c2ccc(-n3cnnn3)cc2)C1 (stereo unspecified)
 : -2.8	4.9	32	-14	-6	16	7.0	14*	-2.1

The final two compounds of the section above come first, to join the parts.
Below each SMILES – IMP-1 inhibitor	V1aR counter	PHOSPHO1 block	DNA FID counter	NS3 helicase inh	GPR7 antagonist	OXTR agonist	GalR3 antag	VIM-2 inhibitor
- Cn1ncc(N=Cc2c(O)ccc3ccccc23)c1C(=O)Nc1cccc(Cl)c1
 : -1.3	-0.3	16	-3	-4	-11	0.2	4	-1.9
- O=C(Nc1cccc(F)c1)C1CCCN(S(=O)(=O)c2ccc(-n3cnnn3)cc2)C1 (stereo unspecified)
 : -2.8	4.9	32	-14	-6	16	7.0	14*	-2.1
- Cc1ccc(-c2cn3cc([N+](=O)[O-])ccc3n2)cc1
 : -3.0	-0.6	-6	2	-9	-6	-2.3	-13	-1.6
- O=S(=O)(c1ccccc1)N1CCN(Cc2ccccc2)CC1
 : -0.9	-0.4	25	-6	22	-15	-1.1	-8	-2.3
- Cc1nc(NCCC(C)C)c2nnn(Cc3ccccc3)c2n1
 : -3.2	0.3	/	-28	-3	-8	-2.5	-9	0.3
- CC1(C)NC(=O)N(CCOc2cccc(Oc3ccccc3)c2)C1=O
 : -3.3	4.5	-45	-11	-1	-4	3.3	-7	-2.1
- COC(=O)c1cc(S(=O)(=O)NCCc2ccccc2)c[nH]1
 : -4.6	2.5	5	-9	4	3	1.7	6	-3.9
- CC(=O)c1sc(NC(=O)c2ccc(Cl)cc2)nc1C
 : -3.2	0.2	19	-1	0	-11	0.3	-4	-2.7
- COc1ccc(/C=C/C(=O)Nc2cc(S(=O)(=O)N3CCCCC3)ccc2N2CCCCC2)cc1OC
 : -1.9	0.0	5	-6	1	-11	-0.7	-1	-2.8
- Cc1cc(C(F)F)nn1CC(=O)NC1C(=O)N2C(C(=O)O)=C(CSc3nnnn3C)CSC12 (stereo unspecified)
 : 2.0	0.7	11	-17	27	3	0.0	-6	4.7
- O=[N+]([O-])c1cc(C(F)(F)F)ccc1NCCc1c[nH]c2ccccc12
 : 0.8	-0.1	-16	22	29	-20	-1.7	0	0.5
- COc1ccc(-n2c(C)cc(C(=O)CN3C(=O)NC4(CCc5ccccc54)C3=O)c2C)cc1 (stereo unspecified)
 : -0.1	1.9	-4	-24	-7	11	1.0	-12	1.2
- CN(C)c1nc(C(=O)OCCO)nc(N(C)C)n1
 : -0.1	0.5	22	-2	1	-5	1.4	-2	-0.3
- O=C(Nc1ccccc1)OC1CCCCc2cccnc21 (stereo unspecified)
 : -1.1	1.0	36	-7	-2	4	-0.6	-2	-2.1
- Cc1ccc(CN2CCN(Cc3ccc4ncccc4c3)CC2CCO)cc1 (stereo unspecified)
 : -3.1	1.5	1	-3	-8	-5	0.5	-7	1.1
- CNc1nc(C)c(C#N)c(-c2ccccc2)c1C(C)=O
 : -3.6	-1.6	-8	-9	14	-18	-1.9	-3	-3.3
- Cc1c(NC(=O)CSc2ccc(Cl)cc2)cccc1-c1nc2ncccc2o1
 : -2.7	3.9	19	-21	3	-12	0.9	-3	-1.7
- COc1ccc(Cn2c(CCC(=O)O)nc3cccnc32)cc1
 : 1.2	0.0	-1	-1	0	-8	-0.1	-4	0.3
- CCc1ccc(NC(=O)C(=O)NCc2ccccn2)cc1
 : -0.7	-0.8	49	-3	15	7	-1.8	3	-2.3
- NC(=O)C(Cc1ccccc1)N1C(=O)c2ccccc2C1=O (stereo unspecified)
 : 0.8	0.8	-1	-1	7	-8	2.5	-2	-2.7
- COc1ccccc1C(=O)N1CC2(C)CC1CC(C)(C)C2 (stereo unspecified)
 : -4.1	-0.2	-29	-31	-3	-5	12	2	-1.5
- COC(=O)N/N=C(\C)c1ccco1
 : -1.7	0.5	16	8	-1	-2	0.1	-3	-1.7
- O=c1c(O)c(-c2ccc(O)c(O)c2)oc2cc(O)cc(O)c12
 : 0.1	1.2	0	12	14	-15	0.8	-2	0.5
- CN(C)S(=O)(=O)c1ccc(NC(=O)CN2CCC(Cc3ccccc3)CC2)cc1
 : -1.8	3.7	20	16	-22	-8	2.0	11	-3.0
- CCOC(=O)c1c(C)[nH]c(C)c1S(=O)(=O)N(C)CC(=O)NCc1cccc(Br)c1
 : 0.1	-0.6	40	-27	5	-11	-0.4	-7	-1.3
- CC(C)N(CC#CC(O)(c1ccccc1)c1ccccc1)C(C)C
 : -0.1	-1.3	-1	16	-6	13	0.5	-4	0.6
- COCCCn1c(SCc2cccc(C(F)(F)F)c2)nc2cc(OC)c(OC)cc2c1=N
 : -0.9	-0.3	24	-2	-22	-14	-1.5	-3	-3.2
- CCOC(=O)c1sc2nc(N3CCOCC3)c3c(c2c1N)CC(C(C)C)OC3 (stereo unspecified)
 : -2.4	0.2	46	0	18	-8	0.3	-5	-2.1
- Cc1ccc(-n2ncc3c(SCc4cccnc4)ncnc32)c(C)c1
 : -2.1	/	16	3	-13	3	/	60*	-1.7
- CCn1c(CNC(=O)c2ccc3c(c2)OCO3)nnc1SCC(=O)Nc1cc(C)ccc1OC
 : -2.3	1.2	-2	-26	-1	-11	-1.3	5	-1.7
- C=CCNC(=S)NNC(=O)c1ccc(OCCCC)cc1
 : -0.8	0.1	10	-12	-4	-4	-1.1	0	-1.2
- Cn1nc([N+](=O)[O-])nc1N1CCOCC1
 : -2.1	1.7	2	1	2	2	0.5	-7	-0.8
- COc1cccc(NC(=O)c2ccc[n+](C)c2)c1
 : 0.2	0.6	31	-5	-4	0	0.6	-9	-2.7
- COC(=O)c1cc(NC(=O)CN(c2ccccc2OC)S(=O)(=O)c2ccccc2)ccc1Cl
 : 0.9	0.8	16	-13	-12	13	-0.5	-4	2.0
- COCCNC(=S)Nc1ccc2nc(N3CCN(C)CC3)cc(C)c2c1
 : -5.2	0.7	19	12	-7	-8	0.1	0	2.3
- CCOCCn1c(=NC(=O)c2cc3ccccc3oc2=O)sc2cc(S(N)(=O)=O)ccc21
 : -3.3	2.1	-13	-7	7	4	0.6	-9	0.9
- Cc1cc(C)c2[nH]c(O)c(N=NC(=S)NCC3CCCO3)c2c1 (stereo unspecified)
 : 0.3	-0.5	-19	-6	20	10	-2.0	-8	-0.6
- CCOC(=O)CNc1nc(Cl)nc(Nc2ccccc2)n1
 : -0.8	-1.4	-21	7	1	-2	-1.9	-4	0.4
